Screening results deposited in PubChem by National Center for Advancing Translational Sciences (NCATS).
Vif-A3F inh: inhibitors of Vif-A3F interaction; HeLa A3F-eYFP + Vif (tagged APOBEC3F with the HIV-1 protein that degrades it), YFP fluorescence increase; Potency, µM (highest dose often 46.1 µM), inactives show at the top dose activity, negative = active; 0.2% of 390,000 active; AID 602313; note: potency is the fitted concentration of half-maximal effect; % of control where 0% means no effect; nearly all actives have a fitted effect of over 65% in size
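HeLa cells stably expressing Vif plus C-terminally eYFP-tagged A3F were seeded, incubated overnight at 37 deg C, dosed with compound, incubated overnight again at 37 deg C. Yellow fluorescence (Ex 488/Em 500-530) reported blocked Vif-mediated A3F-eYFP degradation.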
D2 antagonist: D2 dopamine receptor (human) antagonism | P14416 | HEK293 TREx D2 cells, calcium flux, dopamine EC80 | inhibition, % at 10 µM | 2% of 340,000 active | AID 485344; in the data active = inhibition above about 30%; note: 0% is about no effect
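Read-out: kinetic calcium fluorescence (1 cycle/s) in inducible HEK293 T-REx D2 cells after an EC80 dopamine addition that followed 180 s compound preincubation. Loss of the dopamine response indicates antagonism.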
Glioma ERSR ind: inducers of ER stress response in human glioma cells; U87-MG GRP78 promoter luciferase reporter, 16 h; Potency, µM, without a hit: at the highest dose activation, actives largely listed as activators; 0.02% of 420,000 active; AID 602332; note: potency is the fitted concentration of half-maximal effect; series mostly up to about 76 µM; % of control where 0% means no effect; nearly all actives have a fitted effect of over 35% in size
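Stably transfected U87-MG human glioma cells carrying a GRP78-based luminescent sensor were seeded at 1000 cells/well, pin-dosed with compounds and incubated 16 h. Luciferase reagent was then added, and end-point luminescence was read after 10 min at room temperature.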
ALOX12 inh: ALOX12 (human) lipoxygenase inhibition | 1.1% of 580,000 active | P18054 | purified 12hLO, xylenol orange hydroperoxide absorbance | Potency, µM (highest dose often 108 µM), inactives show at the top dose activity change, negative = inhibition, hits mostly inhibitors; note: potency is the fitted concentration of half-maximal effect; % is set by controls: 0 for no effect and ±100 for the full control effect
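Hydroperoxide product was detected by ferrous iron/xylenol orange as the 573 to 405 nm absorbance ratio. Arachidonic acid at 40 uM (final) was turned over for 30 min at room temperature by 150 nM human 12hLO, pH 7.0 Hepes buffer, after 15 min compound preincubation.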
Vif-APOBEC3G blk: inhibitors of Vif-APOBEC3G interaction; Q9HC16; HeLa A3G-eYFP + Vif (tagged APOBEC3G with the HIV-1 protein that degrades it), YFP fluorescence, overnight; Potency, µM (top dose mostly 46.1 µM), inactives show at the highest dose activity, negative = active, actives largely listed as inhibitors; 0.076% of 410,000 active;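 note: potency is the fitted concentration of half-maximal effect; % is set by controls: 0 for no effect and ±100 for the full control effect; nearly all actives have a fitted effect of over 60% in size; hits raise eYFP signal because A3G escapes Vif-driven loss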
Target sequence (Q9HC16 whole entry, looked up): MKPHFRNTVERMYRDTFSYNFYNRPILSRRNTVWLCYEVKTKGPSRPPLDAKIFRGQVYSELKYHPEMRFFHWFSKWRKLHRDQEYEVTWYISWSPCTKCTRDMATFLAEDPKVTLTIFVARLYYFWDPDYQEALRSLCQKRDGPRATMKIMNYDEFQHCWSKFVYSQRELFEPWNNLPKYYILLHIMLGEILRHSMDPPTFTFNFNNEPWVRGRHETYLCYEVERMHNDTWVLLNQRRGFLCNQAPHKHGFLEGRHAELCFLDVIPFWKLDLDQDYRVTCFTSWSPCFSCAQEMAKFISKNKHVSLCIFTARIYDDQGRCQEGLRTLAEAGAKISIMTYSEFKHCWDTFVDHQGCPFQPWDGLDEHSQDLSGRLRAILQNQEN
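Read-out is eYFP fluorescence (Ex 488/Em 500-530) from Vif-expressing HeLa A3G-eYFP cells; more signal means A3G escaped Vif-mediated degradation. Cells plated overnight, compound pinned in, incubated overnight at 37 deg C.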
ERG Ets-DNA blk: ERG Ets/DNA interaction inhibition; Potency, µM (titrated, usually from 76.9 µM), for inactives: at the top dose FP activity, negative = inhibition, hits mostly inhibitors; 0.028% of 370,000 active; fluorescence polarization, His-ERG Ets domain / labelled DNA; P11308; active = well fitted inhibition curve with a large enough effect in the polarisation, with a control signal flat; inconclusive = small, poorly fitted or top-dose-only effect, or effect the other way, or a change in a side signal; inactive = no such curve, though single readings can be large or run the other way; the % refers to the polarisation;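 note: polarization taken with two DNA probes labelled with fluorescein and Texas red; potency is the fitted concentration of half-maximal effect; % of control where 0% means no effect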
Target sequence (P11308 whole entry, looked up, the tested form may be a part): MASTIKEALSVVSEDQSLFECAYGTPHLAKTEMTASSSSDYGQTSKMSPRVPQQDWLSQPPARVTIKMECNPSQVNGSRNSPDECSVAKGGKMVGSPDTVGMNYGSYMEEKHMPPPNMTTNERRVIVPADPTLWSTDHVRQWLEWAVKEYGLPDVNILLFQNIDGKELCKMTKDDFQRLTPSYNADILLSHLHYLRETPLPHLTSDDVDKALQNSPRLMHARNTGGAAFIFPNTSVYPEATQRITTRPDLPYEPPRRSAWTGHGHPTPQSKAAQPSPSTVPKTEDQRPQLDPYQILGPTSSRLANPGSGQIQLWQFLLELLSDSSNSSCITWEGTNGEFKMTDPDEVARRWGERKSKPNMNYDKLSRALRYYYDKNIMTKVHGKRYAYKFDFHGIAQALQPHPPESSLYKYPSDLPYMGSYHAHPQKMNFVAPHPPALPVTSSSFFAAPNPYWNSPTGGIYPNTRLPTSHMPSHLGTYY
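His-tagged ERG Ets domain (1 uM in the protein solution; 300mM KCl, 50mM Tris-HCl, 1mM EDTA, 1mM DTT, pH 7.5) received compound, then a probe mix of 5 nM fluorescein-DNA and 100nM Texas-615-DNA. Fluorescence polarization was read for both dyes.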
RGS4 inh: blocks human RGS4-accelerated GTP hydrolysis. P49798. Transcreener GDP fluorescence polarization, RGS4-accelerated GTP hydrolysis. Potency, µM (highest dose often 114 µM), for inactives: top-dose activity change, negative = inhibition, usual class: inhibitors. 0.039% of 390,000 active; note: potency is the fitted concentration of half-maximal effect; % is set by controls: 0 for no effect and ±100 for the full control effect; nearly all actives have a fitted effect of over 75% in size; some results filed as inactive show a strong effect at the top dose
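MLSMR compounds (23 nl, pin-transferred) preincubated 10 min at room temperature with a 500nM (2x) first reagent, then RGS4 at 900nM (2x) plus Transcreener GDP mix added; fluorescence polarization (620/688 nm) read before and after 90 min at 30 °C.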
LDHA block: inhibitors of human lactate dehydrogenase A. 0.15% of 480,000 active. purified LDHA, NADH/diaphorase-resazurin fluorescence; active compounds read low. AID 1347041. P00338. activity change, % (values are at about 110 or 230 µM); in the data active = activity change below about -30%; inconclusive = mostly about -25% to -30%;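 note: plate controls were DMSO wells for no effect and wells without enzyme for full effect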
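LDH5 2 nM; NADH 0.06 mM, pyruvate 0.2 mM; 200 mM Tris pH 7.4, EDTA, Tween-20; 5 min RT. Detection: diaphorase 0.133 mg/mL + resazurin 37 µM, fluorescence ex540/em590 at 0 and 20 min; normalized to enzyme-free and DMSO wells.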
D2 agonist: activates the human D2 dopamine receptor. activation, % at 2 µM. P14416. 0.53% of 340,000 active. HEK293 T-REx D2 cells, calcium flux agonist mode;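 active = activation over 3 SD above normal in the single-dose calcium agonist read, cut at about 30% in these data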; note: 0% is about no effect
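In this primary screen, compounds producing a positive calcium signal within 180 s of addition to tetracycline-induced, force-coupled HEK293 Trex D2 cells are flagged; cells are dye-loaded with a no-wash calcium kit beforehand.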
Numbers without * were called inactive; ? = inconclusive; . = no result given; [ ] = dose if it differs, or a comment. Unless noted, calls come from the whole dose curve; as a rule, active = well fitted curve in the direction sought with a large enough effect; inconclusive = small, poorly fitted or top-dose-only effect, or another doubt; inactive = no such curve, though single readings can be large; an effect the other way counts as inactive or inconclusive. Not all compounds are listed; count on the stated rates, not on these rows.

Start of the listing, in advance (nine entries):
SMILES	Vif-A3F inh	D2 antagonist	Glioma ERSR ind	ALOX12 inh	Vif-APOBEC3G blk	ERG Ets-DNA blk	RGS4 inh	LDHA block	D2 agonist
c1cc(CNCCCN2CCOCC2)ccn1	-3%	13	-1%	47%[activator]	1%	-10%	-4%	-5	0.3
CCOC(=O)C(=O)Nc1nnc2n1CCS2	1%	.	-3%	-6%	5%	5%	21%	-2	-0.5
CC(=O)CCc1c(C)[nH]c2ccccc2c1=O	-11%	-2	-1%	7%[57.4 µM]	1%	-8%	-7%	1	0.6
O=C(Nc1cc(S(=O)(=O)N2CCOCC2)ccc1N1CCOCC1)c1ccc([N+](=O)[O-])s1	1%	.	-4%	179%[activator]	-5%	4%	-3%	2	.
N#Cc1c(-c2ccccc2)cc(C2CC2)nc1N	-5%	.	6%	7%	0%	1%	-1%	13	.
Cc1ccc(Cl)cc1NC(=O)N1CCC(CN2CCCCCC2)CC1	8%	.	-4%	?	-1%	0%	-22%	1	-1.9
COc1cccc(CNC(=O)C2CCC(CNc3nc(=S)[nH]c4ccccc34)CC2)c1 (stereo not drawn)	5%	-2	3%	0%	-17%	-1%	14%	-8	3.8
COCCN(Cc1nc2ccccc2c(=O)[nH]1)C(=O)COc1ccccc1-c1ccccc1	0%	11	-2%	19%	?	-5%	-16%	-2	0.5
c1ccc(-c2nc(NCC3CCCO3)c3oc4ccccc4c3n2)cc1 (stereo not drawn)	-2%	13	-3%	?	0%	3%	-28%	1	-0.3

This part in full, from the start:
SMILES	Vif-A3F inh	D2 antagonist	Glioma ERSR ind	ALOX12 inh	Vif-APOBEC3G blk	ERG Ets-DNA blk	RGS4 inh	LDHA block	D2 agonist
c1cc(CNCCCN2CCOCC2)ccn1	-3%	13	-1%	47%[activator]	1%	-10%	-4%	-5	0.3
CCOC(=O)C(=O)Nc1nnc2n1CCS2	1%	.	-3%	-6%	5%	5%	21%	-2	-0.5
CC(=O)CCc1c(C)[nH]c2ccccc2c1=O	-11%	-2	-1%	7%[57.4 µM]	1%	-8%	-7%	1	0.6
O=C(Nc1cc(S(=O)(=O)N2CCOCC2)ccc1N1CCOCC1)c1ccc([N+](=O)[O-])s1	1%	.	-4%	179%[activator]	-5%	4%	-3%	2	.
N#Cc1c(-c2ccccc2)cc(C2CC2)nc1N	-5%	.	6%	7%	0%	1%	-1%	13	.
Cc1ccc(Cl)cc1NC(=O)N1CCC(CN2CCCCCC2)CC1	8%	.	-4%	?	-1%	0%	-22%	1	-1.9
COc1cccc(CNC(=O)C2CCC(CNc3nc(=S)[nH]c4ccccc34)CC2)c1 (stereo not drawn)	5%	-2	3%	0%	-17%	-1%	14%	-8	3.8
COCCN(Cc1nc2ccccc2c(=O)[nH]1)C(=O)COc1ccccc1-c1ccccc1	0%	11	-2%	19%	?	-5%	-16%	-2	0.5
c1ccc(-c2nc(NCC3CCCO3)c3oc4ccccc4c3n2)cc1 (stereo not drawn)	-2%	13	-3%	?	0%	3%	-28%	1	-0.3
Cc1cc(NC(=O)CCCn2nc([N+](=O)[O-])cc2C)no1	11%	2	-1%	-1%	1%	3%	-3%	2	0.2
CCN(CC)S(=O)(=O)c1ccc(Br)c(OC)c1	-20%	-6	-3%	-10%	-3%	7%	-7%	-4	0.6
Cc1cc(NC(=O)CCC(=O)N(CC(=O)NCC2CCCO2)c2ccccc2C)no1 (stereo not drawn)	6%	2	-4%	0%[57.4 µM]	0%	-1%	-13%	-5	-0.5
C=CCNc1nc(-c2ccccn2)nnc1-c1ccccc1	-5%	-10	-6%	0%[57.4 µM]	-2%	-3%	-22%	-2	0.3
CSc1ccc(/C=N/N2CCN(c3ccccc3)CC2)cc1	4%	2	-1%	-27%	0%	2%	-28%	0	-0.2
Cc1cc(/C=N/NC(N)=S)c(O)c(/C=N/NC(N)=S)c1	?	-14	-3%	?	-6%	?	-40%	-3	45*
CC(NS(=O)(=O)c1ccccc1)C(=O)NCc1ccco1 (stereo not drawn)	1%	8	-4%	?	-1%	.	-7%	-3	0.5
CC1C(=O)Nc2ccc(S(=O)(=O)N3CCN(c4ccccc4F)CC3)cc2NC1=O (stereo not drawn)	-3%	-6	-4%	12%	2%	0%	11%	-2	0.1
O=C(NNC(=O)c1ccc2ccccc2c1)c1cccc(F)c1	1%	.	3%	-17%	2%	7%	3%	-4	.
CC(=O)Nc1ccc(/C=C(\C#N)C(N)=O)cc1	-18%	1	5%	81%[activator]	0%	0%	0%	-1	-0.3
Cc1nn(C)cc1S(=O)(=O)N1CCN(c2ccccc2)CC1	-1%	-3	-3%	14%	-1%	-8%	-11%	-2	1.0
CC1COC(Cn2c3ccccc3c3ccccc32)O1 (stereo not drawn)	-8%	26	-5%	385%[activator]	-15%	11%	20%	-8	-1.7
CCc1ccc(Nc2nc(-c3cc4cccc(OC)c4oc3=O)c(CC)s2)cc1	.	.	.	-16%	.	0%	-9%	4	0.5
Cc1cccc(CNC(=O)Cn2nc(C)c3nn(-c4ccc(Cl)cc4)c(C)c3c2=O)c1	7%	.	-2%	?	-9%	-6%	-9%	-1	-1.0
CCN(c1ccccc1)S(=O)(=O)c1cc([N+](=O)[O-])ccc1N	10%	-4	-1%	?	-4%	-5%	19%	-7	-0.5
CCn1c(SCC(=O)NCc2ccco2)nc2ccccc2c1=O	1%	-15	-2%	-8%	1%	0%	4%	3	-0.7
O=C(C1CCCO1)N1CCN(C(=S)Nc2ccccc2C(F)(F)F)CC1 (stereo not drawn)	-10%	-4	-3%	-21%	0%	26%	11%	-7	0.1
O=C(CSc1n[nH]c(-c2ccccc2Cl)n1)NCc1ccc(F)cc1	7%	.	0%	-18%	3%	2%	1%	4	0.4
O=S(=O)(c1ccc2nnn(O)c2c1)N1CCCCC1	7%	-1	-1%	?	2%	-3%	-17%	-6	0.9
O=C(NC1CCN(Cc2ccccc2)CC1)C12CC3CC(CC(C3)C1)C2	2%	32*	-5%	0%	2%	-9%	4%	-8	1.0
COc1ccccc1C1CC(=O)Nc2cc3c(cc21)OCCO3 (stereo not drawn)	-7%	0	-5%	?	?	-9%	9%	0	-1.0
CC(C)C(=O)N1CCN(c2ccccc2NC(=S)NC(=O)/C=C/c2ccco2)CC1	-2%	.	-5%	?	-3%	7%	-10%	0	.
Cc1nnc(SCC(=O)Nc2sc3c(c2C#N)CCCCC3)n1N	0%	-8	11%	-29%	-11%	-8%	-4%	3	0.5
FC(F)(F)c1nnc2n1N=C(c1cccs1)CS2	-23%	8	-7%	0%	1%	4%	-3%	6	0.3
Cc1ccc(S(=O)(=O)NCCCNS(=O)(=O)c2ccccc2)cc1	1%	-13	-2%	1%	0%	2%	-4%	-6	0.4
C=CCn1c(NCc2ccc(OC)cc2)nc2ccccc21	-1%	-10	4%	314%[activator]	-7%	1%	4%	0	0.6
COc1ccccc1CNC(=O)CN1c2cccc3cccc(c23)S1(=O)=O	-11%	-1	0%	74%	-6%	-1%	-3%	5	-0.4
CCO[C@H]1OC(C(=O)NCc2nc3ccccc3[nH]2)=C[C@@H](c2csc3ccccc23)[C@@H]1CCCO	-2%	-3	-4%	11%	-6%	2%	6%	-5	0.0
O=[N+]([O-])c1ccc(/C=N/Nc2nc(-c3ccccc3)c3cc(Br)ccc3n2)o1	-21%	-2	-1%	-3%	1%	3%	8%	-7	0.7
CC1=CC(C)(C)N(C(=O)CSc2nnc(N)s2)c2c(C)cc(C)cc21	-9%	5	-1%	-27%	-5%	8%	-13%	-3	-0.5
O=C(c1ccccc1[N+](=O)[O-])N1N=C(c2ccccc2)CC1(O)C(F)(F)F (stereo not drawn)	2%	15	0%	2%	-17%	-5%	-15%	0	0.4
O=C(CCCN1C(=O)CCC1=O)Nc1ccc(Br)cc1F	0%	18	-2%	10%	3%	7%	-5%	-2	0.5
O=C(O)c1cccc(Cn2c(Cl)c(/C=N/NC(=O)c3cc4ccccc4cc3O)sc2=O)c1	7%	-3	-6%	?	?	12%	?	-9	0.2
Cc1ccc(C2=Nn3c(COc4ccc(Cl)cc4)nnc3SC2CC(=O)O)cc1 (stereo not drawn)	-6%	-8	-4%	-3%	0%	-1%	-20%	-3	-1.5
